Bioassay records as filed in PubChem.
p53ts 39C kill – qHTS Screen for Compounds that Selectively Target Cancer Cells with p53 Mutations: Cytotoxicity of p53ts Cells at the Nonpermissive Temperature; H1299-p53A138V viability at 39C, ATP luminescence, 24 h; Potency, µM (doses to about 46.1 µM), for the others: top-dose activity change, negative = cell killing, actives largely listed as cytotoxic; 130,000 tested, 1.5% active; AID 902, 2007; also: nearly all actives have a fitted effect of over 55% in size
p53ts 32C kill – qHTS Screen for Compounds that Selectively Target Cancer Cells with p53 Mutations: Cytotoxicity of p53ts Cells at the Permissive Temperature; H1299-p53A138V at 32C, ATP luminescence viability, 24 h; Potency, µM (doses to about 46.1 µM), for inactives: at the highest dose activity change, negative = cytotoxicity, usual class: cytotoxic; 130,000 tested, 0.93% active; AID 924, 2007;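 also: 0% = DMSO and -100% = full killing by reference compound; nearly all actives have a fitted effect of over 55% in size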
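Cells: H1299 p53ts (A138V), 600/well, pre-incubated 16–30 h at 37C. Cpd up to 46 uM, 24 h, 32C. Readout: ATPlite luminescence, 20 min RT. Normalization: DMSO vs tamoxifen 100 uM. AC50 by Hill equation.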
IkB sig inh – IkB Signaling; 110,000 tested, 0.04% active; AID 445, 2006; Potency, µM (series often up to 57.1 µM), inactives show at the highest dose IkBa stabilization activation; ABC-DLBCL IkBa-CBG/CBR dual luciferase ratio, 4 h; response scale: scaled: untreated 0%, proteasome inhibitor 100%; active = well fitted curve in the direction sought with a large enough effect in the signal ratio, not every such curve was filed as active; inconclusive = small, poorly fitted or top-dose-only effect, or a change in a side signal; the % refers to the signal ratio;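 also: the direction sought is a rising ratio; 0% = basal untreated cells and 100% = reference inhibitor full response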
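In this assay, an IκBα–CBG68 fusion accumulates when IKK-driven degradation is blocked; native CBR normalizes for cell number. OCI-Ly3 cells were treated 4 h with compound and doxycycline, then green and red light read after Chroma-Glo addition.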
Imprint erasure – qHTS Assay for Compounds that Induce Erasure of Genomic Imprints; 110,000 tested, 0.02% active; mouse ES Peg3-LacZ reporter, beta-gal luminescence, 40 h; AID 1948, 2009; Potency, µM (series often up to 60.7 µM), for inactives: at the top dose activity change, positive = activation, usual class: activators;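 also: 0% = negative control wells on the plate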
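Each well holds 300 Peg3LacZ-Neo (maternal) female ES cells incubated 40 h at 37C, 5% CO2. LacZ is measured by BetaGlo luminescence, with AC50 and maximum efficacy derived from dose-response curves.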
Active calls of the source: *; ? = inconclusive; / = not tested or not shown; [ ] = dose if it differs, or a comment. Unless noted, calls follow the shape of the dose curve; as a rule, active = well fitted curve in the direction sought with a large enough effect; inconclusive = small, poorly fitted or top-dose-only effect, or another doubt; inactive = no such curve, though single readings can be large; an effect the other way counts as inactive or inconclusive. Unless noted, % is scaled to controls: 0 for no effect and ±100 for the full control effect; potency is read from the fitted curve at half-maximal effect.

SMILES | p53ts 39C kill | p53ts 32C kill | IkB sig inh | Imprint erasure
COc1ccc(S(=O)(=O)NCC(=O)N(CC(=O)NCC2CCCO2)c2c(C)cccc2C)cc1 (stereo unspecified) | 9% | -1% | -0.3% | /
COc1ccc2c(c1)c1c(c(=O)n(-c3ccc(OC)c(OC)c3)c(=O)n1Cc1ccccc1C)n2C | 21% | 1% | 0.4% | 8%[10.9 µM]
CC(=O)NCC(=O)OCC(=O)c1ccc(C)cc1 | 4% | 1% | -0.8% | -9%
c1ccc(-n2nnnc2-n2ccnc2)cc1 | 4% | 16% | -0.4% | 0%
O=C(c1cc(C(F)(F)F)cc(C(F)(F)F)c1)N1CCC[C@@]2(CCN(c3ccccn3)C2)C1 | 4% | -3% | 3.0%[11.4 µM] | /
COc1cccc(N2CCN(c3ncnc4onc(-c5ccc(Cl)cc5)c34)CC2)c1 | -16% | -4% | -1.3% | -12%[10.9 µM]
Cc1ccc(COc2cccc3c2CCN(Cc2ccc(F)cc2)C3=O)cc1 | 3% | 12% | / | /
O=C(CSc1ncn(-c2ccccc2)n1)Nc1nc2ccccc2s1 | -11% | -10% | ? | -2%
Cc1cc2cc(CCNC(=O)c3ccc(Br)o3)c(=O)[nH]c2cc1C | -10% | -11% | -1.2% | -10%
COc1ccc(-n2c(=O)c3c(c4cc(OC)ccc4n3C)n(CC(=O)N3CCCC3)c2=O)cc1 | -9% | -8% | -0.9% | 12%[10.9 µM]
O=C(OC1Cc2c(O)cc(O)cc2OC1c1cc(O)c(O)c(O)c1-c1c(C2Oc3cc(O)cc(O)c3CC2O)cc(O)c(O)c1O)c1cc(O)c(O)c(O)c1 (stereo unspecified) | 18% | 1% | / | -6%
COC(=O)c1cc2ccsc2n1CC(=O)N1CCCc2ccccc21 | 4% | 4% | 0.6% | -12%
CC1CN(C(=O)NCc2ccccc2)c2cc(Cl)ccc2O1 (stereo unspecified) | -11% | -2% | ? | -4%[10.9 µM]
CCCCC(=O)Nc1ccc(NC(=O)c2cccnc2)cn1 | 12% | 20% | 0.8% | 6%
CCc1ccccc1N(CC)C(=O)c1c(C)oc2ncnc(N3CCOCC3)c12 | 6% | 0% | ? | 17%[10.9 µM]

A second format for part of the listing above.
> COC(=O)c1cc2ccsc2n1CC(=O)N1CCCc2ccccc21
  p53ts 39C kill: 4%	p53ts 32C kill: 4%	IkB sig inh: 0.6%	Imprint erasure: -12%
> O=C(CSc1ncn(-c2ccccc2)n1)Nc1nc2ccccc2s1
  p53ts 39C kill: -11%	p53ts 32C kill: -10%	IkB sig inh: ?	Imprint erasure: -2%

The main list resumes with the 2 entries that preceded the break.
SMILES | p53ts 39C kill | p53ts 32C kill | IkB sig inh | Imprint erasure
CCCCC(=O)Nc1ccc(NC(=O)c2cccnc2)cn1 | 12% | 20% | 0.8% | 6%
CCc1ccccc1N(CC)C(=O)c1c(C)oc2ncnc(N3CCOCC3)c12 | 6% | 0% | ? | 17%[10.9 µM]
O=C(C1CCN(c2nnnn2-c2ccccc2)CC1)N1CCN(c2ccccc2)CC1 | 14% | -12% | 0.3% | 0%
NC(=O)c1sc2nc(N3CCCCC3)c3c(c2c1N)CCCC3 | 5% | 23% | ? | -7%
CN(C)S(=O)(=O)c1cc(S(=O)(=O)N(C)C)c(Cl)cc1N | 0% | -2% | -2.1% | 25%
CCC(C)NC(=O)CN1C(=O)c2cccnc2Sc2ccccc21 (stereo unspecified) | -3% | -2% | ? | -4%[10.9 µM]
Cc1ccc(OCCSc2nc3ccccc3n2CCC(=O)O)cc1C | 12% | -15% | ? | -11%[10.9 µM]
Cc1cc(C)cc(NC(=O)C2CCN(c3nccs3)CC2)c1 | 1% | 1% | 3.1% | -5%
Cc1ccc(C)c(N2CCN(CC(=O)Nc3ccc4[nH]c(=O)[nH]c4c3)CC2)c1 | -2% | -4% | -1.4% | -17%
COc1ccccc1N1CCN(C(=O)Cn2ncc3c2-c2cc(C)ccc2OC3)CC1 | -14% | -3% | ? | -13%[10.9 µM]
CCOc1cc(CNc2ccccc2SC)ccc1O | -2% | 5% | 2.4% | -8%
CCN1CCN(Cc2c(O)ccc3c(C)c(-c4ccc(OC)cc4)c(=O)oc23)CC1 | 2% | -3% | -1.0% | 8%[10.9 µM]
Cc1ccc2nc(-c3cccc(NC(=O)c4ccc(Br)o4)c3)oc2c1 | ? | ? | ? | -9%[10.9 µM]
Cc1ccc2c(c1)CCCN2C(=O)c1ccoc1C | -3% | 5% | / | /
COc1c(Cl)cc(Cl)cc1CNCCSc1nnnn1C | 10% | -3% | -0.5% | 10%[10.9 µM]
CCN(CC)CCNC(=O)Nc1ccc2c(c1)N(Cc1ccccc1)C(=O)c1ccccc1S2 | 20µM* | -6% | -0.2% | 10%[10.9 µM]
COC(=O)N1CCC2(CC1)CN(c1ccncc1)C2 | 2% | -5% | -1.4%[11.4 µM] | /

In the list so far, two have an NH in an aromatic ring.
SMILES | p53ts 39C kill | p53ts 32C kill | IkB sig inh | Imprint erasure
Cc1cc2cc(CCNC(=O)c3ccc(Br)o3)c(=O)[nH]c2cc1C | -10% | -11% | -1.2% | -10%
Cc1ccc(C)c(N2CCN(CC(=O)Nc3ccc4[nH]c(=O)[nH]c4c3)CC2)c1 | -2% | -4% | -1.4% | -17%

Going on with the list.
SMILES | p53ts 39C kill | p53ts 32C kill | IkB sig inh | Imprint erasure
Brc1cccc(C2CC(c3ccccc3)n3nnnc3N2)c1 (stereo unspecified) | -2% | -3% | 4.2% | -4%
Cc1ccccc1NC(=O)CSc1ccc(-c2ccccn2)nn1 | -23% | -2% | 1.5% | -14%[10.9 µM]
Cc1ccsc1CN(C(=O)COc1ccc(Br)cc1)C1CCS(=O)(=O)C1 (stereo unspecified) | -11% | 0% | ? | -3%[10.9 µM]
Cc1ccc(CNC(=O)CCCn2nc(C)n3c(cc4sccc43)c2=O)cc1 | 11% | 2% | -0.7% | -10%[10.9 µM]
O=S1(=O)CC(O)C(NCc2ccco2)C1 (stereo unspecified) | 9% | -1% | 1.8% | /
COc1ccc(-c2nc(N)ncc2-c2csc(C)n2)c(O)c1 | 16% | 20% | -0.3% | 0%
COc1ccc(S(=O)(=O)N(Cc2nc(-c3ccc(C)cc3)no2)C2CCCCC2)cc1 | 1% | 2% | -0.1% | 26%[10.9 µM]
CCOc1ccc(N(CC)S(=O)(=O)N2CCCC(C(=O)Nc3ccc(C(C)=O)cc3)C2)cc1 (stereo unspecified) | -10% | -12% | 0.2% | -21%[10.9 µM]
CCCCCCN(C(=O)CCCCCN1C(=O)NC(c2ccc(C(C)(C)C)cc2)C(C(=O)OCc2ccccc2)=C1C)C(C(=O)NCCCC)c1ccc(OCC(=O)OC)c(C(=O)OC)c1 (stereo unspecified) | 22% | 30%[activator] | / | -13%
Cc1cc(Nc2c(C)cccc2C)n2nc(C)nc2n1 | 8% | 12% | -3.8% | 5%
CCN1C(=O)/C(=C2\C=Cc3cc(C)ccc3N2CC)OC1=S | -1% | -3% | / | /
Cn1c(=O)cc(SCC(=O)NCCc2ccc(Cl)cc2)c2cc(Cl)ccc21 | -3% | 6% | 3.8% | -6%[10.9 µM]
CC(=O)Nc1cccc(NC(=O)CSc2nnnn2C(C)C)c1 | -4% | -3% | 1.4% | -13%
CN(C)c1nc(N)nc(-c2nc3ccccc3s2)n1 | -11% | -12% | 0.0% | -48%[inhibitor]
COCCNc1ccc(-c2nc(-c3ccco3)no2)cc1[N+](=O)[O-] | -1% | -4% | 0.5% | -5%[10.9 µM]
CCOc1ccc(NC(=O)Cn2c(C)cc3ccccc3c2=O)cc1 | -25% | -15% | ? | -4%[10.9 µM]
COc1ccc(C(=O)N2CCC3(CC2)CN(c2ccncc2)C3)cc1 | -3% | -15% | 2.5%[11.4 µM] | /
Cn1c(=O)[nH]c(=O)c2c1nc(CN1CCN(c3ccccc3F)CC1)n2CC(N)=O | 15% | 22% | 1.3% | -19%
Cc1cc(NC(=O)C(=O)NCCN2CCN(C(=O)c3cccs3)CC2)ccc1Br | 11% | 7% | / | /
Cc1oc(-c2ccc(C(=O)NCCC(C)C)cc2)nc1CS(=O)(=O)c1ccccc1 | 39%[activator] | -3% | -1.2% | 5%[10.9 µM]
O=C(NCCN1CCCCC1)c1ccc(-n2c(=O)c(=O)[nH]c3ccccc32)cc1 | -3% | -1% | / | /
CC(=O)OC1CCC23CC1(C)CCC2C(C)(C)CC3OC(C)=O (stereo unspecified) | 7% | 2% | / | -3%
CC(=O)N1CCCc2cc(S(=O)(=O)N(CC(C)C)CC(C)C)ccc21 | 2% | -13% | 2.8% | -11%
CCCOc1ccc(-c2nn(-c3ccccc3)cc2C2NC(=O)NC(C)=C2C(=O)OC(C)C)cc1 (stereo unspecified) | 19% | 10% | 20% | -10%[10.9 µM]
CC(C)CCNC(=O)c1cc(-c2ccc(Br)s2)nc2ccccc12 | -24% | 1% | -2.1% | -8%[10.9 µM]
COc1ccc(CNC(=O)c2cc3cc4cc(OC)ccc4nc3o2)cc1 | 25% | -2% | -3.0% | ?
Cc1cccc(-c2c3c(=O)n(C)c(=O)n(C)c3c3c(C)cc(C)nn23)c1 | 4% | -6% | 0.6% | 0%
CCOC(=O)N1CCN(C2CC(=O)N(c3ccccc3)C2=O)CC1 (stereo unspecified) | -4% | -1% | 1.5% | 1%
Cc1cc(NC(=O)CSc2ncnc3ccccc23)no1 | -5% | 4% | 6.1% | 2%
CC[C@@H](C)[C@@H](C(=O)Nc1ccc(C)cc1)N1Cc2ccccc2C1=O | -28% | 8% | ? | 7%[10.9 µM]
c1ccc(Nc2nc3ccccc3n3cnnc23)cc1 | 11% | -11% | -3.5% | -2%
Cc1cc(C)cc(OCC(O)CN2C(=O)NC(C)(C)C2=O)c1 (stereo unspecified) | 0% | -2% | 1.0% | -4%
O=C1CC(N2CCN(C/C=C/c3ccccc3)CC2)C(=O)N1CCc1ccccc1 (stereo unspecified) | -3% | -7% | ? | -20%
c1ccc(-n2cnc3cc(NCc4ccncc4)ccc32)cc1 | -29% | -29% | 2.0% | -19%
Cc1cccc(Cn2nnc3c(=O)[nH]c(C4CCN(C(=O)c5ccc(F)cc5)CC4)nc32)c1 | -9% | 9% | 0.6% | 7%[10.9 µM]
COc1ccc(CCNC(=O)c2cc3n(n2)CCCN(Cc2ccc(C)cc2)C3=O)cc1OC | 27% | 5% | 1.9% | -5%[10.9 µM]
CCc1ccc(NC(=O)c2ccc3[nH]c(C)c(C)c3c2)cc1 | -25% | 0% | -1.7% | 14%[10.9 µM]
CSc1nnnn1-c1cccc(O)c1 | 4% | 3% | -1.6% | 4%
Cc1ccccc1CS(=O)(=O)Cc1ccc(C(=O)NCCCN2CCCC2=O)o1 | 9% | -2% | 1.1% | 1%
CC(=O)c1cc(-c2ccc(F)cc2)n(CC(=O)NCc2ccc(C)cc2)c1C | 10% | -5% | ? | -14%[10.9 µM]
CCOC(=O)C1=C(C)NC(=O)NC1c1ccc(Br)s1 (stereo unspecified) | 13% | 11% | -0.8% | -3%
C=CCn1c(COc2cccc3cccnc23)nnc1SCC(=O)O | 14% | 0% | 1.3% | 1%
Cc1cc(C)nc(Nc2nc3ccccc3[nH]2)n1 | -6% | -6% | 0.8% | -3%
CCOC(=O)c1ccc(NC(=O)CCn2c(=O)c3cccn3c3ccccc32)cc1 | -6% | 7% | ? | -4%[10.9 µM]
CCOc1ccc(-c2nnn(CC(=O)N3CCN(c4ccc(OC)cc4)CC3)n2)cc1OCC | -4% | 2% | 0.8% | -11%
CCOC(=O)c1ccc(NS(=O)(=O)c2cc(-c3nnnn3C(C)C)ccc2OC)cc1 | 7% | 4% | 4.1% | -9%
COc1ccc(NC(=O)Cn2c(=O)n(Cc3ccco3)c(=O)c3sc4ccccc4c32)c(OC)c1 | -17% | -7% | -0.7% | -5%[10.9 µM]
CN(C)CCNC(=O)c1cc2cc(Br)ccc2oc1=O | 4% | 5% | / | /
CCCn1c(=O)c2ccccc2n2c(SCCOc3ccccc3F)nnc12 | -2% | -4% | -3.4% | -8%
COc1ccccc1Nc1nc(NCCO)c2ccccc2n1 | -5% | -10% | -0.1% | 6%
Cc1cccc(C)c1NC(=O)CCCSc1nnc(-c2ccco2)o1 | 11% | 11% | 1.4% | -5%
